Screens deposited in PubChem BioAssay by several laboratories.
NPY-Y2 antag: NPY-Y2 receptor antagonists, primary screen, cell-based; Neuropeptide Y receptor type 2 (Homo sapiens), P49146; NPY-Y2 expressing cells, antagonist mode; inhibition, % at 2.7 µM; hit rate 0.99% among 140,000; AID 793, 2007; in the data active means inhibition above about 17%;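 further: 0% = vehicle with agonist challenge and 100% = reference antagonist with challenge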
Target sequence (P49146 whole entry, looked up): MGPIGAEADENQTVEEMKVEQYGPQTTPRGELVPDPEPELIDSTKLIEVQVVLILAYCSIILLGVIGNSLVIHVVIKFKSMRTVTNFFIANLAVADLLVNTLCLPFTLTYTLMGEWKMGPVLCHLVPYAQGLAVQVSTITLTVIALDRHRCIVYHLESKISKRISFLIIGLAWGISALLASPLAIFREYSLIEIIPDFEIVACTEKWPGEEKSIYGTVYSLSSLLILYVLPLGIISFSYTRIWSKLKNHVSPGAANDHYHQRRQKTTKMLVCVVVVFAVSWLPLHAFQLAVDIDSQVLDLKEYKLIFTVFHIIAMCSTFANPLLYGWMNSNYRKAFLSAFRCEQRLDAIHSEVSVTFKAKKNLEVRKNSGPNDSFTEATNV
Yeast lifespan up: compounds extending yeast replicative lifespan, primary screen, S. cerevisiae, OD615; hit rate 0.68% among 130,000; inhibition of the nicotinamide effect, % at 10 µM; AID 775, 2007; S. cerevisiae growth with nicotinamide; deaD strain in restrictive glucose medium;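 active means inhibition above a set limit, placed 3 SD over the median of all compounds, cut at about 26% in these data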;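 further: 0% = nicotinamide-treated wells and 100% = cells grown without nicotinamide; some compounds called inactive have numbers as strong as hits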
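Assay system: engineered S. cerevisiae DeaD replicative-lifespan strain, galactose-grown log-phase cells; medium: restrictive CSMM-D dextrose medium; also added: nicotinamide, 1.5 mM, co-present with compound; schedule: 48 h compound exposure at 30 °C, humidified; detection: absorbance at 615 nm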
Yeast growth inh: growth inhibitors of yeast BB579 in restrictive medium, primary screen, yeast lifespan-shortening project, S. cerevisiae; hit rate 0.51% among 140,000; inhibition, % at 10 µM; OD615, 48 h; AID 804, 2007;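 active means inhibition above a set limit, 3 SD over the mean compound inhibition, cut at about 44% in these data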; further: inactives centre near -24
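test system = yeast BB579 (DeaD) | buffer or medium = restrictive CSMM-D medium | doses = single compound dose of 10 µM, 0.25% DMSO final | times = 4 h preincubation and 48 h exposure at 30 °C | technique = culture absorbance at 615 nm | benchmarks = amphotericin B 10 µg/mL, positive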
PTEN del growth: growth suppression of PTEN-null HCT116, primary screen, cell-based, CellTiter-Glo. viability, % at 10 µM. HCT116 PTEN-null viability, 60 h; active compounds read low. hit rate 1.2% among 140,000;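 active means viability at or below a set limit, 4 SD under the median of all tested compounds, cut at about 3.7% in these data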;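 further: PTEN knockout HCT116 line with beta catenin targeted HCT116 as companion control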
Phagocyt inh: inhibitors of macrophage phagocytosis, primary screen, imaging, J774A.1 cells, IgG beads; J774A.1 macrophage IgG-bead phagocytosis; inhibition, % at 5 µM; hit rate 0.07% among 110,000;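 active means inhibition above the mean of the plate negative controls plus 5 SD, cut at about 13% in these data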;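 further: phagocytic index as fraction of beads internalized from green versus red external bead signal; plate controls were DMSO negative control for no effect and cytochalasin-D positive control for full effect; some results beyond the cut were filed as inactive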
MRP1 act: H69AR viability gain despite doxorubicin, primary screen, MRP-1 activator project, H69AR cells, CellTiter-Glo; viability increase, % at 10 µM; viability rescue; hit rate 0.61% among 140,000;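 active means viability gain under doxorubicin at or above a set limit, the compound median plus 3 SD, cut at about 4.7% in these data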;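 further: MRP-1 overexpressing cells given doxorubicin 25 µM after compound pretreatment; 18-22 h compound pretreatment then 72 h with doxorubicin before readout; 0% = doxorubicin-only wells and 100% = vehicle-treated cells without doxorubicin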
GALR2 antag: GALR2 antagonists in receptor-expressing cells, primary screen | inhibition, % at 4 µM | antagonist mode | hit rate 0.39% among 140,000 | AID 828, 2007; in the data active means inhibition above about 27%;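 further: cells stimulated with galanin 1-16 at roughly its EC80; 0% = agonist challenge control and 100% = basal control without agonist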
Target sequence (O43603 whole entry, looked up): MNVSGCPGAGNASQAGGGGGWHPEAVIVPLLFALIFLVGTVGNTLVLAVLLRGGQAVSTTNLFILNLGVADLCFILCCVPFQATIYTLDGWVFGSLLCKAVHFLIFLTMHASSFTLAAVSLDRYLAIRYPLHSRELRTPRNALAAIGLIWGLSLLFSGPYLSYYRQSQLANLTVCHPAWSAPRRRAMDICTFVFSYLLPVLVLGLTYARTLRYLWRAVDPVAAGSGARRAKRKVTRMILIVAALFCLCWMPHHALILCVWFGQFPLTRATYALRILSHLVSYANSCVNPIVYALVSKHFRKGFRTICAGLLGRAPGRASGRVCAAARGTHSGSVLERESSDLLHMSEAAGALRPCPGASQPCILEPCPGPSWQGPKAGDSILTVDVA
E-sel TNF inh: E-selectin induction blockers in HUVEC – imaging, immunofluorescence, high content, primary screen | HUVEC TNFa-induced E-selectin immunofluorescence | inhibition, % at 2 µM | hit rate 0.71% among 120,000;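 active means inhibition above the batch mean plus 3 SD, and confirmed as a hit on visual image review, cut at about 43% in these data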;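 further: 0% = TNF-stimulated DMSO wells and 100% = unstimulated control wells; not every result past the cut was called active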
bCat KO growth: primary screen for growth suppressors in beta-catenin knockout HCT116 cells (colon tumor, human). HCT116 beta-catenin knockout viability, CellTiter-Glo, 60 h; active compounds read low. viability, % at 10 µM. hit rate 1.5% among 140,000. AID 818, 2007;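 active means viability at or under a set limit, the compound median less 4 SD, cut at about 6% in these data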;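 further: 0% = Hyamine 1622 control at 20 µM and 100% = untreated cell control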
Measles CPE: compounds protecting cells from measles virus cytopathic effect, primary screen, measles RdRp inhibitor project, single point, MLSMR library, absorbance; AID 841, 2007; hit rate 1.5% among 140,000; protection (pct of control), % at 4 µM; Measles virus-infected cells, CPE protection; in the data active means protection mostly above about 24%, no sharp cut-off; inactive means mostly below about 26%; further: some compounds called inactive have numbers as strong as hits
Starred values were filed as active, the others as inactive.

How did CCC(C)n1cnc2c(c1=O)c1nc3ccccc3nc1n2-c1ccc2c(c1)OCCO2 (configuration not stated) do in these assays?
NPY-Y2 antag: 5; Yeast lifespan up: -6; Yeast growth inh: -62; PTEN del growth: 106; Phagocyt inh: -1; MRP1 act: -0.5; GALR2 antag: -5; E-sel TNF inh: -2; bCat KO growth: 96; Measles CPE: 7

What do the screens show for `O=C(Nc1cccc2ccccc12)/C(Cl)=C/c1ccccc1`?
NPY-Y2 antag: 7; Yeast lifespan up: -22; Yeast growth inh: -15; PTEN del growth: 78; Phagocyt inh: 0; MRP1 act: -1.5; GALR2 antag: 2; E-sel TNF inh: -26; bCat KO growth: 92; Measles CPE: 13

How did CC(OC(=O)Cn1c(C(F)(F)F)nc2ccccc21)C(N)=O (configuration not stated) do in these assays?
NPY-Y2 antag: 1; Yeast lifespan up: -6; Yeast growth inh: -37; PTEN del growth: 104; MRP1 act: 1.8; GALR2 antag: 12; bCat KO growth: 108; Measles CPE: 7

What do the screens show for `COc1ccc(OCCSc2nnc3c(Cl)cc(Cl)cn23)cc1`?
NPY-Y2 antag: 4; Yeast lifespan up: -3; Yeast growth inh: -17; PTEN del growth: 99; MRP1 act: 1.2; GALR2 antag: 6; bCat KO growth: 93; Measles CPE: 10

What do the screens show for `O=C(Nc1ccc(Br)cc1)c1ccc(CSC2=NCCS2)cc1`?
NPY-Y2 antag: 1; Yeast lifespan up: -12; Yeast growth inh: -44; PTEN del growth: 81; Phagocyt inh: -3; MRP1 act: -0.1; GALR2 antag: 5; E-sel TNF inh: 13; bCat KO growth: 82; Measles CPE: 5

What do the screens show for `NC(=S)Cc1nc2n(n1)Cc1ccccc1-2`?
NPY-Y2 antag: 1; Yeast lifespan up: -11; Yeast growth inh: 14; PTEN del growth: 89; Phagocyt inh: 0; MRP1 act: -1.3; GALR2 antag: -4; E-sel TNF inh: 22; bCat KO growth: 99; Measles CPE: 50*

What do the screens show for `O=C(CSc1ccc(Cl)cc1)N1CCC(c2nc3ccccc3s2)CC1`?
NPY-Y2 antag: 6; Yeast lifespan up: -13; Yeast growth inh: -32; PTEN del growth: 64; MRP1 act: 1.4; GALR2 antag: 0; bCat KO growth: 63; Measles CPE: 13

How did CCN1C(=O)/C(=C\C=C2/C=CC=CN2CC)SC1=S do in these assays?
NPY-Y2 antag: -5; Yeast lifespan up: -2; Yeast growth inh: -19; PTEN del growth: 80; Phagocyt inh: -3; MRP1 act: -1.1; GALR2 antag: 6; bCat KO growth: 88; Measles CPE: 31

What do the screens show for `C#CCOCCOCCOCCNc1nc(N2CCN(C(=O)[C@H]([C@@H](C)O)n3cc(CCCCN)nn3)CC2)nc(N2CCN(C(=O)[C@H](C)n3cc(CCCN=C(N)N)nn3)CC2)n1`?
NPY-Y2 antag: -1; Yeast lifespan up: 1; Yeast growth inh: -2; PTEN del growth: 94; MRP1 act: 0.0; GALR2 antag: 8; E-sel TNF inh: -21; bCat KO growth: 89; Measles CPE: 7

What do the screens show for `CSc1nc2ccc(NC(=O)C3CC(=O)N(Cc4ccccc4)C3)cc2s1` (configuration not stated)?
NPY-Y2 antag: -3; Yeast lifespan up: -8; Yeast growth inh: -56; PTEN del growth: 64; Phagocyt inh: -2; MRP1 act: -4.6; GALR2 antag: 6; E-sel TNF inh: 3; bCat KO growth: 82; Measles CPE: 7

Results for COC(=O)c1cc2occc2n1CC(=O)N(C)C1CCCCC1 ?
NPY-Y2 antag: 3; Yeast lifespan up: -12; Yeast growth inh: -37; PTEN del growth: 92; Phagocyt inh: -1; MRP1 act: -0.6; GALR2 antag: 3; E-sel TNF inh: 46; bCat KO growth: 98; Measles CPE: 11

What do the screens show for `Cc1ccc(CS(=O)(=O)CCC(=O)NCCN2CCCC2)cc1`?
NPY-Y2 antag: 3; Yeast lifespan up: -6; Yeast growth inh: -14; PTEN del growth: 96; MRP1 act: -0.3; GALR2 antag: -9; E-sel TNF inh: 6; bCat KO growth: 103; Measles CPE: 18

Results for CNS(=O)(=O)c1cccc(C(=O)OCC(=O)N2c3ccccc3CC2C)c1 (configuration not stated) ?
NPY-Y2 antag: 1; Yeast lifespan up: -5; Yeast growth inh: -76; PTEN del growth: 115; Phagocyt inh: -1; MRP1 act: -0.2; GALR2 antag: -16; E-sel TNF inh: 4; bCat KO growth: 105; Measles CPE: 4

What do the screens show for `CC(=O)N1CC[n+]2c(-c3ccc(Cl)cc3)csc21`?
NPY-Y2 antag: 1; Yeast lifespan up: 1; Yeast growth inh: -11; PTEN del growth: 103; Phagocyt inh: -1; MRP1 act: -2.6; GALR2 antag: 1; E-sel TNF inh: -2; bCat KO growth: 91; Measles CPE: 9

What do the screens show for `Cc1cc(C2=CC(C)(c3cc(C)oc3C)Nc3nc(C(F)(F)F)nn32)c(C)o1` (configuration not stated)?
NPY-Y2 antag: 2; Yeast lifespan up: 11; Yeast growth inh: -19; PTEN del growth: 83; Phagocyt inh: -1; MRP1 act: -5.1; GALR2 antag: -15; E-sel TNF inh: 9; bCat KO growth: 80; Measles CPE: 17

What do the screens show for `Cc1ccc(C(=O)NC(NCc2ccco2)C(Cl)(Cl)Cl)cc1` (configuration not stated)?
NPY-Y2 antag: 0; Yeast lifespan up: -4; Yeast growth inh: 12; PTEN del growth: 88; Phagocyt inh: -8; MRP1 act: -0.8; GALR2 antag: 3; E-sel TNF inh: 4; bCat KO growth: 89; Measles CPE: 3

What do the screens show for `S=C(Nc1ccc(Cl)cc1Cl)Nn1cnnc1`?
NPY-Y2 antag: 4; Yeast lifespan up: -3; Yeast growth inh: 15; PTEN del growth: 99; MRP1 act: -2.1; GALR2 antag: -5; E-sel TNF inh: 16; bCat KO growth: 96; Measles CPE: 9

How did CCCOC(=O)/C(C(N)=NCc1ccccc1)=C(\O)OCCC do in these assays?
NPY-Y2 antag: 5; Yeast lifespan up: -29; Yeast growth inh: -22; PTEN del growth: 88; Phagocyt inh: 1; MRP1 act: -1.6; GALR2 antag: -6; E-sel TNF inh: -9; bCat KO growth: 70; Measles CPE: 7

How did CCCN(CC1CC1)C(=O)Nc1ccccc1C do in these assays?
NPY-Y2 antag: 1; Yeast lifespan up: 1; Yeast growth inh: 5; PTEN del growth: 91; Phagocyt inh: 1; MRP1 act: -2.1; GALR2 antag: 11; E-sel TNF inh: 4; bCat KO growth: 93; Measles CPE: 9

How did O=C(N/N=C/c1cccc([N+](=O)[O-])c1)C1CC(=O)N(c2ccc(Cl)cc2)C1 (configuration not stated) do in these assays?
NPY-Y2 antag: 1; Yeast lifespan up: -12; Yeast growth inh: -43; PTEN del growth: 95; Phagocyt inh: 0; MRP1 act: -0.3; GALR2 antag: 9; E-sel TNF inh: -17; bCat KO growth: 87; Measles CPE: 72*

Some of these compounds in order of count of non-hydrogen atoms, falling:
What do the screens show for `C#CCOCCOCCOCCNc1nc(N2CCN(C(=O)[C@H]([C@@H](C)O)n3cc(CCCCN)nn3)CC2)nc(N2CCN(C(=O)[C@H](C)n3cc(CCCN=C(N)N)nn3)CC2)n1`?
NPY-Y2 antag: -1; Yeast lifespan up: 1; Yeast growth inh: -2; PTEN del growth: 94; MRP1 act: 0.0; GALR2 antag: 8; E-sel TNF inh: -21; bCat KO growth: 89; Measles CPE: 7

What do the screens show for `O=C(CSc1ccc(Cl)cc1)N1CCC(c2nc3ccccc3s2)CC1`?
NPY-Y2 antag: 6; Yeast lifespan up: -13; Yeast growth inh: -32; PTEN del growth: 64; MRP1 act: 1.4; GALR2 antag: 0; bCat KO growth: 63; Measles CPE: 13

What do the screens show for `Cc1ccc(CS(=O)(=O)CCC(=O)NCCN2CCCC2)cc1`?
NPY-Y2 antag: 3; Yeast lifespan up: -6; Yeast growth inh: -14; PTEN del growth: 96; MRP1 act: -0.3; GALR2 antag: -9; E-sel TNF inh: 6; bCat KO growth: 103; Measles CPE: 18

What do the screens show for `NC(=S)Cc1nc2n(n1)Cc1ccccc1-2`?
NPY-Y2 antag: 1; Yeast lifespan up: -11; Yeast growth inh: 14; PTEN del growth: 89; Phagocyt inh: 0; MRP1 act: -1.3; GALR2 antag: -4; E-sel TNF inh: 22; bCat KO growth: 99; Measles CPE: 50*

(more compounds)
How did CCn1c(=O)cc(OCC(=O)NC(C)c2ccc3c(c2)OCCO3)c2ccccc21 (configuration not stated) do in these assays?
NPY-Y2 antag: 3; Yeast lifespan up: -11; Yeast growth inh: -10; PTEN del growth: 85; Phagocyt inh: -1; MRP1 act: -1.6; GALR2 antag: -5; E-sel TNF inh: 3; bCat KO growth: 93; Measles CPE: 27

What do the screens show for `COC(=O)COc1cccc(NS(=O)(=O)c2ccc(NC(C)=O)cc2)c1`?
NPY-Y2 antag: -1; Yeast lifespan up: -13; Yeast growth inh: -6; PTEN del growth: 88; Phagocyt inh: 1; MRP1 act: -0.5; GALR2 antag: -2; E-sel TNF inh: 9; bCat KO growth: 84; Measles CPE: 2

What do the screens show for `CC12CCC(C(N)=O)(c3nc4ccccc4nc31)C2(C)C` (configuration not stated)?
NPY-Y2 antag: 4; Yeast lifespan up: -11; Yeast growth inh: -18; PTEN del growth: 100; Phagocyt inh: -1; MRP1 act: -0.4; GALR2 antag: -8; E-sel TNF inh: -5; bCat KO growth: 96; Measles CPE: 25

How did O=C(O)CCCNS(=O)(=O)c1cccc2nsnc12 do in these assays?
NPY-Y2 antag: 2; Yeast lifespan up: 3; Yeast growth inh: 7; PTEN del growth: 106; Phagocyt inh: -1; MRP1 act: -3.1; GALR2 antag: -10; E-sel TNF inh: 6; bCat KO growth: 105; Measles CPE: 14

What do the screens show for `O=C(CCc1ccccc1)NC(NC(=S)Nc1ccc(Br)cc1)C(Cl)(Cl)Cl` (configuration not stated)?
NPY-Y2 antag: -1; Yeast lifespan up: -1; Yeast growth inh: -23; PTEN del growth: 81; MRP1 act: -1.4; GALR2 antag: 0; E-sel TNF inh: -85; bCat KO growth: 84; Measles CPE: 23

How did CCOC(=O)C1CCN(C(=O)CNC(=O)OC(C)(C)C)CC1 do in these assays?
NPY-Y2 antag: -1; Yeast lifespan up: -15; Yeast growth inh: -11; PTEN del growth: 105; Phagocyt inh: -3; MRP1 act: -0.8; GALR2 antag: 7; E-sel TNF inh: -51; bCat KO growth: 98; Measles CPE: 4

Results for Cc1coc2cc3oc(=O)c4c(c3cc12)CCCC4 ?
NPY-Y2 antag: 12; Yeast lifespan up: -21; Yeast growth inh: -1; PTEN del growth: 83; Phagocyt inh: -1; MRP1 act: -2.6; GALR2 antag: 2; bCat KO growth: 87; Measles CPE: 9
